Screening data from PubChem BioAssay.
Menin-MLL TR inh: displaces Texas Red mutant MLL peptide from human menin; Potency, µM (titrated, usually from 61.6 µM), for inactives: at the top dose FP activity change, negative = inhibition, most hits filed as inhibitors; Menin + Texas Red MLL mutant peptide, fluorescence polarization; 270,000 compounds, 0.23% hits; AID 1768; active = well fitted inhibition curve with a large enough effect in the polarisation, with a control signal flat, not every such curve was filed as active; inconclusive = small, poorly fitted or top-dose-only effect, or effect the other way, or a change in a side signal; inactive = no such curve, though single readings can be large or run the other way; the % refers to the polarisation; note: potency is the fitted concentration of half-maximal effect; % of control where 0% means no effect; many of its hits are not listed in these tables
Target sequence (O00255 whole entry, looked up): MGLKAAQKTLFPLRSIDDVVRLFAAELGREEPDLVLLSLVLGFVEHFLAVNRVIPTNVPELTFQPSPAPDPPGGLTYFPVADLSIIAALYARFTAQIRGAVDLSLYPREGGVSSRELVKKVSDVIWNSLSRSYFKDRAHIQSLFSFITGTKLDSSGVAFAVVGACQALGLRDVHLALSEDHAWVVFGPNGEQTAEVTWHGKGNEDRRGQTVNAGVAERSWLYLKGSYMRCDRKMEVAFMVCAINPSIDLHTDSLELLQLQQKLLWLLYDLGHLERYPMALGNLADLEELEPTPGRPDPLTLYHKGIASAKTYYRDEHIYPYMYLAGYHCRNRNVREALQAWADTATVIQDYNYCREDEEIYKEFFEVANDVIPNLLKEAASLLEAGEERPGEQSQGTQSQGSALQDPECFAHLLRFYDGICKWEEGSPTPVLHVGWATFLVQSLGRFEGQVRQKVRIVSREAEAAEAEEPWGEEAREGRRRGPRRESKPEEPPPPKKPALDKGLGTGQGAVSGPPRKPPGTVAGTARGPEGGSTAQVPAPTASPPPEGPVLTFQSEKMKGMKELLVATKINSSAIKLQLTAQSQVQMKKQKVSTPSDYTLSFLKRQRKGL
RORgamma inh: blocks mouse ROR gamma transcriptional activity. P51450. Drosophila S2 Gal4-RORgamma UAS-luciferase reporter, 20 h. Potency, µM (doses to about 53.6 µM), for inactives: top-dose activity change, negative = inhibition, most hits filed as inhibitors. 310,000 compounds, 5.4% hits. AID 2551; note: potency is the fitted concentration of half-maximal effect; % is set by controls: 0 for no effect and ±100 for the full control effect; nearly all actives have a fitted effect of over 60% in size
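Read-out: Photinus luciferase luminescence; inhibitors lower reporter signal. Insect Schneider cells with Gal4-ROR gamma fusion under metallothionein promoter, UAS reporter; 700 uM final copper sulfate induction, 20 hr, ambient temperature.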
FLuc counter: counter-screen for miR-21 project: firefly luciferase inhibitors or activators. AID 588342. 360,000 compounds, 6.9% hits. P08659. purified FLuc, Km substrates, luminescence inhibition. Potency, µM (top dose mostly 57.5 µM), without a hit: top-dose activity change, negative = inhibition, most hits filed as inhibitors;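 note: potency is the fitted concentration of half-maximal effect; plate controls were vehicle for no effect and reference inhibitor for full effect; nearly all actives have a fitted effect of over 55% in size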
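Purified P. pyralis luciferase (10nM final) with 10uM D-luciferin and 10uM ATP (Km levels) in 50mM Tris acetate pH 7.5, 10mM Mg acetate, 0.01% Tween-20, 0.05% BSA; qHTS 6-point titration, ~60 µM downward; luminescence read.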
KCNH2 3.1 inh: KCNH2 3.1 (human) potassium channel inhibition. U2OS KCNH2 3.1, thallium flux FluxOr; hits give low values. activity change, % (tested at about 1.8 µM). 340,000 compounds, 0.95% hits;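 active = maximum activity change below -70%; inconclusive = maximum activity change from -70% to -50%; inactive = maximum activity change above -50%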;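 note: thallium influx rate constant from kinetic fluorescence after stimulation buffer; % is set by controls: 0 for no effect and ±100 for the full control effect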
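FluxOr-based Tl+ influx in U2OS cells transduced with KCNH2 3.1 virus; rate constants normalized to DMSO controls.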
MBNL1-CUG inh: inhibitors of human MBNL1 binding to CUG repeat RNA | Q9NR56 | TR-FRET MBNL1-His/biotin-(CUG)12 binding, 665/545 ratio | Potency, µM (series often up to 57.5 µM), inactives show top-dose activity change, negative = inhibition, hits mostly inhibitors | 280,000 compounds, 0.036% hits | AID 2675; active = well fitted inhibition curve with a large enough effect in the signal ratio, with a control signal flat, not every such curve was filed as active; inconclusive = small, poorly fitted or top-dose-only effect, or effect the other way, or a change in a side signal; inactive = no such curve, though single readings can be large or run the other way; the % refers to the signal ratio; note: potency is the fitted concentration of half-maximal effect; % is set by controls: 0 for no effect and ±100 for the full control effect
Target sequence (Q9NR56 whole entry, looked up): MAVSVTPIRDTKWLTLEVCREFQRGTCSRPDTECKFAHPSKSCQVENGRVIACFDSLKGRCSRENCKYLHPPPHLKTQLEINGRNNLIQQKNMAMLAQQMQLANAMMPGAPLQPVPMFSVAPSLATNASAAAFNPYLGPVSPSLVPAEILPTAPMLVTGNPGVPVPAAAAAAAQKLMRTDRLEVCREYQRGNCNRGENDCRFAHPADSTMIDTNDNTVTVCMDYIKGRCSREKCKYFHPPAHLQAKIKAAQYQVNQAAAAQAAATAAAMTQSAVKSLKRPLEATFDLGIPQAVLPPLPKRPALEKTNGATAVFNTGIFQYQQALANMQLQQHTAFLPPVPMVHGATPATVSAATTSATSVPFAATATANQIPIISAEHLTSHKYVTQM
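Compound titration spanned 92 nM–58 uM against the MBNL1-His/biotin-(CUG)12 complex. After 60 min at room temperature with 5 nM streptavidin-XL665 and 0.055 ng/ul terbium anti-His, ratiometric 665/545 nm emission (Ex 340 nm) normalized to controls.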
VP16 counter: Gal4-VP16 reporter inhibition counter-screen | Drosophila S2 Gal4-VP16 UAS-luciferase, luminescence, 20 h | Potency, µM (titrated, usually from 53.6 µM), inactives show top-dose activity, negative = inhibition, most hits filed as inhibitors | 310,000 compounds, 3.5% hits | AID 2546;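 note: Gal4-VP16 expression switched on by copper sulfate through the metallothionein promoter; potency is the fitted concentration of half-maximal effect; % is set by controls: 0 for no effect and ±100 for the full control effect; nearly all actives have a fitted effect of over 50% in size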
NPC1 promoter act: activates the NPC1 promoter. Huh7 NPC1 promoter luciferase reporter, 24 h. 320,000 compounds, 2.4% hits. Potency, µM (titrated, usually from 9.22 µM), inactives show at the top dose activation, most hits filed as activators. AID 485313;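 note: potency is the fitted concentration of half-maximal effect; % of control where 0% means no effect; nearly all actives have a fitted effect of over 60% in size; reporter is driven by a mutant NPC1 promoter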
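Quantitative HTS used a cell-based reporter: Huh7 cells stably bearing the NPC1 promoter upstream of luciferase were treated with compounds for 24 h, and promoter activation was read as luminescence.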
ELG1 repair inh: inhibitors of ELG1-dependent DNA repair in HEK293T cells; HEK293T ELG1-luciferase reporter, luminescence, 16 h; DNA damage induced by 5-fluorouridine; Potency, µM (doses to about 46.1 µM), for the others: at the highest dose activity change, negative = inhibition, most hits filed as inhibitors; AID 504467; 330,000 compounds, 2.3% hits; note: potency is the fitted concentration of half-maximal effect; % is set by controls: 0 for no effect and ±100 for the full control effect; nearly all actives have a fitted effect of over 55% in size
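Quantitative HTS, concentration-response format. 2,000 cells/well co-treated with 5-fluorouridine and compound, 16 hr in 5% CO2 at 37 °C; ONE-Glo luminescence read after 30 min.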
Mito fusion yeast: mitochondrial division inhibition or fusion activation | S. cerevisiae fusion-defective mutant growth rescue, CellTiterGlo 48 h | Potency, µM (titrated, usually from 46.1 µM), for the others: at the top dose growth rescue (activation), actives largely listed as activators | 320,000 compounds, 0.23% hits | AID 485298;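 note: potency is the fitted concentration of half-maximal effect; % of control where 0% means no effect; nearly all actives have a fitted effect of over 45% in size; temperature-sensitive fusion mutants such as fzo1-1 at 37 °C on non-fermentable ethanol glycerol medium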
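Compounds are tested for their ability to restore growth of mitochondrial fusion-defective yeast strains at non-permissive 37C in YPEG medium over 48 hours. Viability is quantified by luciferase luminescence.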
Rab9 prom act: activates the Rab9 promoter | Potency, µM (series often up to 9.22 µM), without a hit: at the highest dose activation, negative = inhibition, usual class: activators | 320,000 compounds, 2.8% hits | Huh7 Rab9 promoter-luciferase reporter, luminescence, 24 h | AID 485297; note: potency is the fitted concentration of half-maximal effect; % of control where 0% means no effect; nearly all actives have a fitted effect of over 60% in size
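Luminescence read-out: Huh7 cells stably expressing Rab9-luciferase, treated 24 h with compound at 37 °C, then lysed with luciferase reagent for 10 min at ambient before reading.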
PKM2 act: PKM2 (human) enzyme activation | P14618 | purified PKM2, Kinase-Glo ATP luminescence, activation; response scale: 0% is enzyme alone, no compound | Potency, µM (highest dose often 57.5 µM), inactives show at the highest dose activation, usual class: activators | 260,000 compounds, 0.34% hits; note: potency is the fitted concentration of half-maximal effect; % is set by controls: 0 for no effect and ±100 for the full control effect; nearly all actives have a fitted effect of over 55% in size
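ATP formation by purified human PK-M2, quantified via coupled luciferase luminescence after 1 h at room temperature with 0.1 mM ADP and 0.5 mM PEP final.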
* marks the source's active call; other numbers are inactive results; ? = inconclusive; · = no result given; [ ] = another dose, or the depositor's remark. Unless noted, calls come from the whole dose curve; as a rule, active = well fitted curve in the direction sought with a large enough effect; inconclusive = small, poorly fitted or top-dose-only effect, or another doubt; inactive = no such curve, though single readings can be large; an effect the other way counts as inactive or inconclusive.

structure	Menin-MLL TR inh	RORgamma inh	FLuc counter	KCNH2 3.1 inh	MBNL1-CUG inh	VP16 counter	NPC1 promoter act	ELG1 repair inh	Mito fusion yeast	Rab9 prom act	PKM2 act
O=C1NC(=O)/C(=C\c2ccc(OCc3cccc([N+](=O)[O-])c3)cc2)N1	-14%	29%	-5%	-4	?	0%	1%	?	-7%	1%	12%
CC(C)(C)n1nnnc1C(c1cccs1)N(Cc1ccc(Cl)cc1)CC1CCCO1 (stereo not given)	-3%	?	2%	-8	-16%	?	·	·	4%	·	-2%
CCCCC1=NN2CCS(=O)(=O)N=C2S1	-2%	-11%	-1%	10	-4%	3%	-6%	3%	1%	12%	15%
COc1ccc(N2CCN(S(=O)(=O)CCNC(=O)c3ccc(Br)o3)CC2)cc1	7%	-1%	1%	-4	?	-3%	0%	0%	-6%	1%	·
CCCCNC(=O)N(O)C1N(/N=C/c2ccc(N(C)C)cc2)C(=S)SC1(C)C (stereo not given)	?	-35%	-2%	0	11%	1%	1%	21%	-1%	-10%	·
COc1ccc(Cl)cc1S(=O)(=O)Nc1cccc(C(=O)O)c1	1%	2%	7%	0	-8%	-2%	-2%	7%	-2%	2%	-3%
Cc1ccnc(NC(=O)c2ccc(S(=O)(=O)N3CCC(C)CC3)cc2)c1	·	·	6.7µM*	-6	·	·	-2%	?	28%	-4%	·
Cc1ccc(C)c(N(CC(=O)NC2CCCCC2)C(=O)c2snc(C(N)=O)c2N)c1	-14%	0%	4%	12	11%	-1%	-1%	-3%	5%	0%	-5%
Cc1cc(NC(=O)CS(=O)(=O)c2ccc(F)cc2)no1	·	·	0%	8	·	·	0%	?	-1%	-5%	·
CCN(CC)c1ccc2c(Cl)cc(=O)oc2c1	?	-17%	?	31	25%	2%	0%	-28%	0%	3%	0%
Oc1c(C2=NCCNC(C(F)(F)F)=C2)ccc2ccccc12	?	-34%	4.8µM*	-14	?	3%[10 µM]	2.8µM*	?	0%	2.2µM*	15%
CCCn1ncc(CN2CCC(n3nccc3NC(=O)c3ccccc3Cl)CC2)c1C	·	0%	0%	?	33%[activator]	-2%	0%	15%	0%	8%	-9%
COc1ccc(NC(=O)Nc2cccc(C(F)(F)F)c2)cn1	16%	28%	?	23	-8%	5%	?	?	-5%	-5%	-12%
O=C(N/N=C/c1cccs1)c1cc(-c2cccc3ccccc23)n[nH]1	-27%	5µM*	19µM*	-6	5%	5µM*	1%	-2%	?	26%	6%
Cc1cc(C)c2[nH]c(=O)c(C(c3nnnn3CC3CCCO3)N3CCCC(C)C3)cc2c1 (stereo not given)	-1%	19%	3%	2	?	1%	1%	4%	-4%	-6%	1%
Cc1ccc(C(=O)N/N=C/c2cc(Br)ccc2O)cn1	24%	2.5µM*	13µM*	-10	75%[activator]	1.1µM*	-29%	?	2%	-35%[inhibitor]	-3%
CC(=O)c1cccc(NC(=O)N2CCC(c3ccc(C)cc3)C2)c1 (stereo not given)	-3%	-5%	17µM*	-6	-8%	-10%	?	-4%	-3%	15%	2%
Nc1ccc(-c2cn3cccnc3n2)cc1	0%	20%	?	-15	?	-7%	24%	?	-3%	?	-20%
CCOc1cc(/C=N/NC(=O)c2cccnc2)ccc1OCC(N)=O	-11%	1%	3%	-13	20%	-1%[10 µM]	-5%	5%	-14%	-4%	-2%
COCC(=O)OCC(=O)Nc1cc(C)c(C)cc1[N+](=O)[O-]	-10%	-22%	-4%	-12	·	-6%	-1%	25%	5%	0%	-14%
CN(C(=O)COC(=O)c1cccc(S(=O)(=O)N2CCCCCC2)c1)C1CCS(=O)(=O)C1 (stereo not given)	·	·	3%	13	·	·	1%	11%	10%	2%	·
Cc1ccc(-c2nnn(CC(=O)N(CC(=O)NCC3CCCO3)c3ccccc3)n2)o1 (stereo not given)	-2%	24%	2%	-16	-8%	-6%	0%	15%	0%	-3%	-4%
Cc1cc(NC(=O)CSC2=NS(=O)(=O)c3cc(F)ccc3N2)no1	·	·	-3%	-7	·	·	-1%	12%	-2%	-6%	·
COc1ccc(-c2cc(C(F)(F)F)c3c(n2)sc2c(O)cc(=O)[nH]c23)c(OC)c1	?	10%[10 µM]	-10%	7	·	-4%	3%	-13%	0%	1%	2%
N#C/C(=N\Nc1ccc(S(=O)(=O)N2CCOCC2)cc1)C(N)=S	·	?	-2%	-1	?	-2%	6%	?	3%	-3%	16%
Cc1csc(=Nc2ccccc2)n1CCCN1CCCC1=O	-20%	-2%	-3%	-17	3%	-11%	0%	6%	-6%	9%	-6%
O=C(O)C1CCc2sc3[nH]c(=S)n(-c4ccccc4)c(=O)c3c21 (stereo not given)	·	-9%	-6%	-4	-4%	-5%	-3%	-2%	5%	-8%	-3%
Cn1nc([N+](=O)[O-])c(C(C#N)c2ccccn2)c(Cl)c1=O (stereo not given)	-23%	10µM*	-6%	14	?	?	-14%	-18%	3%	-5%	-1%
CC1C=CCC2C(=O)N(c3ccc(OC(=O)c4ccco4)cc3)C(=O)C12 (stereo not given)	23%	?	?	-26	2%	4%	0%	9%	-1%	-1%	1%
O=c1oc2ccccc2c(NCc2ccccc2F)c1[N+](=O)[O-]	?	-9%	5%	5	-5%	-4%	-3%	0%	3%	-9%	4%
COc1ccccc1OCCn1cc(C=O)c2ccccc21	-8%	0%	1%	-90*	-6%	-18%	0%	-19%	4%	-1%	2%[11.5 µM]
CCOC(=O)CSc1cc(C)nc2ccc(OC)cc12	-25%	1%	0%	0	8%	-12%	-13%	-1%	3%	-3%	-2%
c1ccc(N2CCN(c3nc(-c4cccs4)nc4ccccc34)CC2)cc1	-1%	-13%	-1%	?	5%	-5%	1%	-23%	?	-7%	-2%
CCNc1nc(Cl)nc(N(NC(C)=O)C(C)CC)n1 (stereo not given)	1%	-7%	0%	-5	-8%	-1%	2%	1%	-3%	-3%	-3%
OC(CC1CC12c1ccccc1-c1ncccc12)(c1ccccc1)c1ccccc1 (stereo not given)	0%	?	-2%	9	-3%	18%	-4%	-11%	29%	-1%	-3%
O=C(NCCC1=CCCCC1)c1coc(=O)c(Br)c1	4%	-11%	0%	20	392%[activator]	2%	-5%	-4%	-3%	-5%	-1%
O=C(NCc1cccnc1)C1CCN(S(=O)(=O)N2CCC3(CC2)OCCO3)CC1	·	-3%	0%	2	-8%	-7%	-2%	1%	-1%	-2%	-1%
O=C(NCC(=O)N1CCN(C(=O)c2ccco2)CC1)c1ccc(Br)cc1	·	-2%	5%	-9	1%	-9%	-2%	2%	1%	3%	-4%
Cc1nc2ccc(C(=O)NCc3ccc4c(c3)OCO4)cc2s1	-6%	-4%	-16%	5	-8%	-3%	17%	0%	20%	14%	?
CC1(C)CC(=O)C=C(NNC(=O)c2ccccc2)C1	-11%	-42%	-1%	0	-18%	1%	-3%	3%	-1%	-5%	7%
CC(=O)Nc1ccc2c(c1)nc1n2CCOC1	0%	21%	6%	-20	7%	18%	2%	0%	-3%	-4%	1%
COc1ccc(-n2c(SC3CCOC3=O)nc3ccccc3c2=O)cc1Cl (stereo not given)	4%	0%	0%	9	-1%	-9%	1%	3%	7%	1%	·
Cc1cccc(C(=O)Nc2ccc(NC(=O)Cc3ccc(Cl)cc3)cc2)c1	?	?	2%	7	-5%	-6%	1%	?	-2%	-2%	-2%
CCC(CC)COC(=O)C1=C(C)NC(=O)NC1c1cc(OC)ccc1OC (stereo not given)	-12%	36%	6%	0	-4%	-5%	-4%	-25%	0%	-4%	0%
CCCCCCOc1ccc(-c2ccc(C#N)cn2)cc1	8%	-5%	-1%	-13	-10%	5%[0.365 µM]	-3%	23%	2%	-2%	-6%
COc1ccc(Nc2ccc3nnc(-c4ccc(Br)cc4)n3n2)cc1	-3%	3%	2%	·	9%	0%	-1%	16%	-3%	-6%	-2%

Not all compounds are listed; the hit share may differ from the screen's.
